# Bioassay records deposited in PubChem by National Center for Advancing Translational Sciences (NCATS).
# USP1-UAF1 inh – blocks the human USP1/UAF1 deubiquitinase complex | O94782 | recombinant USP1/UAF1, Ub-Rhodamine cleavage fluorescence | Potency, µM (series often up to 57.1 µM), for the others: at the highest dose activity change, negative = inhibition, hits mostly inhibitors | hit rate 0.23% among 390,000; further: potency means the concentration at half of the fitted maximal effect; on the % scale 0 is the no-effect control and ±100 the full control effect; nearly all actives have a fitted effect of over 60% in size; inactives centre near -12
#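 1 nM enzyme complex + cpd, 15 min RT; start with Ub-Rho 150nM final; kinetic fluorescence ex 480/em 540, 6 reads q60 s. Buffer 50mM HEPES pH 7.8, 0.5mM EDTA, 0.1 mg/ml BSA, 1mM TCEP, 0.01% Tween-20.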
# TRHR ag – agonists of human TRH receptor. hit rate 0.18% among 360,000. activation, % at 2 µM. P34981. TRHR cells, calcium flux fluo-8, FDSS agonist mode; in the data active means activation above about 30%; further: 0% is about no effect
# Target sequence (P34981 whole entry, looked up): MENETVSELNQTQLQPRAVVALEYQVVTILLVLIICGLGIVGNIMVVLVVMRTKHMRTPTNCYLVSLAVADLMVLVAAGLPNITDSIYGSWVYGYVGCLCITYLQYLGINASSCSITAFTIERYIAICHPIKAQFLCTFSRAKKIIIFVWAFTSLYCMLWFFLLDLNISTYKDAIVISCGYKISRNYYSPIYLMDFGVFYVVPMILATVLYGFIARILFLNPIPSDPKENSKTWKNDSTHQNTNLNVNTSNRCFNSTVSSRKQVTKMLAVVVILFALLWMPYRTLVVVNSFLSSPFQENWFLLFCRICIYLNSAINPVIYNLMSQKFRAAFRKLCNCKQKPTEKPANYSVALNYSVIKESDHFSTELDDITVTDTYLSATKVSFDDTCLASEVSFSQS
#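 TRHR-expressing cells, plated overnight in medium with 10% serum, were loaded with fluo-8 calcium dye at room temperature. After a 10 s baseline, library compound was pin-added and calcium release was recorded kinetically (ex 480/em 530) as agonist response.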
# TRHR PAM – allosterically enhances the human TRH receptor | P34981 | TRHR cells, fluo-8 calcium fluorescence, EC20 TRH enhancement | enhancement, % at 2 µM | hit rate 0.66% among 360,000 | AID 493056; in the data active means enhancement above about 30%; further: 0% is about no effect
#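 Enhancer read-out: after compound pinning and an initial kinetic agonist-mode read, an EC20 of TRH (10 nM final) was injected and fluo-8 calcium signal (Ex 480/Em 530) followed at 1 s/cycle for 100 cycles in TRHR-expressing cells.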
# rTrxR1 inhibitor – rat TrxR1 inhibition; AID 588453; recombinant rTrxR1, NADPH fluorescence consumption, selenite substrate; O89049; Potency, µM (top dose mostly 114 µM), without a hit: at the top dose activity change, negative = inhibition, hits mostly inhibitors; hit rate 1% among 390,000; further: potency means the concentration at half of the fitted maximal effect; on the % scale 0 is the no-effect control and ±100 the full control effect; nearly all actives have a fitted effect of over 65% in size
#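 Rat TrxR1 (90 nM in the dispensed reagent) was pre-reduced with 400 uM NADPH for 5 min at room temperature, then incubated with compound for 15 min. After 400 uM selenite was added, NADPH fluorescence (Ex 340/Em 450 nm) was followed for 8 min.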
# TrxR1 substrate – is turned over as a substrate by rat TrxR1; purified TrxR1 substrate turnover, NADPH consumption readout; Potency, µM (doses to about 114 µM), for the others: at the top dose activity change, negative = substrate turnover; hit rate 0.01% among 390,000; AID 588456; further: potency means the concentration at half of the fitted maximal effect; on the % scale 0 is the no-effect control and ±100 the full control effect; nearly all actives have a fitted effect of over 50% in size
#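 Rat TrxR1, dispensed at 90 nM, was prereduced with 400 uM NADPH (final) for 5 min at ~22 deg C, then incubated with compound 15 min before 400 uM selenite. A first-read NADPH fluorescence drop versus no-compound background flagged substrates.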
# D2 antagonist – antagonists of human D2 dopamine receptor | P14416 | HEK293 TREx D2 cells, calcium flux, dopamine EC80 | inhibition, % at 10 µM | hit rate 2% among 340,000 | AID 485344; in the data active means inhibition above about 30%; further: 0% is about no effect
#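 Calcium mobilization kinetics were recorded at 1 s intervals in tetracycline-induced HEK293 T-REx D2 cells, first for 180 s after compound addition and then 180 s after EC80 dopamine.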
# IDH1 R132H inh – human IDH1 R132H inhibition; O75874; IDH1-R132H enzyme, NADPH consumption, diaphorase/resazurin fluorescence; Potency, µM (doses to about 76.6 µM), without a hit: at the top dose activity change, negative = inhibition, actives largely listed as inhibitors; hit rate 0.093% among 390,000; further: potency means the concentration at half of the fitted maximal effect; on the % scale 0 is the no-effect control and ±100 the full control effect; nearly all actives have a fitted effect of over 65% in size
# Target sequence (O75874 whole entry R132H, stated change not applied): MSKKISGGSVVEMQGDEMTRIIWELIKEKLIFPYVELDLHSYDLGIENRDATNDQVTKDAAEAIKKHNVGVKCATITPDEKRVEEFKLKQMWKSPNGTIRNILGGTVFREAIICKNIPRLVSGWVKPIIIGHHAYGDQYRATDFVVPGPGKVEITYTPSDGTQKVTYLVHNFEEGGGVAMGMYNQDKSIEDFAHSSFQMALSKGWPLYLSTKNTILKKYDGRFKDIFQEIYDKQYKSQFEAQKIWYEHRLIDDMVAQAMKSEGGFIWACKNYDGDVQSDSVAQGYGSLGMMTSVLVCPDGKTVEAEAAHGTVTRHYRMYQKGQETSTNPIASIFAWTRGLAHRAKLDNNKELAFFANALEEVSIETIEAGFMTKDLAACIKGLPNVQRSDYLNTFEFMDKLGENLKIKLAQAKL
#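 IDH1-R132H (0.5 ug/mL) preincubated 30 min with compound, then NADPH (0.016 mM) and alpha-KG (2 mM) added; 80 min at RT, pH 7.5. Remaining NADPH coupled via diaphorase/resazurin to fluorescence (540/590 nm); concentration-response curves normalized to no-enzyme control.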
# Pin1 inh – blocks the human prolyl isomerase Pin1. Potency, µM (highest dose often 115 µM), inactives show at the highest dose activity, negative = inhibition, actives largely listed as inhibitors. hit rate 0.009% among 390,000. Q13526. Pin1 FP peptide displacement, HiFluor488, 10 min; active means well fitted inhibition curve with a large enough effect in the polarisation, with a control signal flat, not every such curve was filed as active; inconclusive means small, poorly fitted or top-dose-only effect, or effect the other way, or a change in a side signal; inactive means no such curve, though single readings can be large or run the other way; the % refers to the polarisation; further: potency means the concentration at half of the fitted maximal effect; on the % scale 0 is the no-effect control and ±100 the full control effect
# Target sequence (Q13526 whole entry, looked up): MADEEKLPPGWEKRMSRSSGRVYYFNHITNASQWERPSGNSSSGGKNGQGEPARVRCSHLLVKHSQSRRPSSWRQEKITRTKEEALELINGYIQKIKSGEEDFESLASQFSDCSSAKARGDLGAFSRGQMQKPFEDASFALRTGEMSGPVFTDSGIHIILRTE
# D2 ag – agonists of human D2 dopamine receptor. P14416. HEK293 T-REx D2 cells, calcium flux agonist mode. activation, % at 2 µM. hit rate 0.53% among 340,000. AID 485358;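 active means activation over 3 SD above normal in the single-dose calcium agonist read, cut at about 30% in these data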; further: 0% is about no effect
#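 Agonism scored from kinetic calcium signal (1 read/sec, 180 s) following compound pin transfer, after a 10 s baseline. Cells: HEK293 Trex line expressing inducible D2 receptor coupled to calcium, dye-loaded after overnight culture at 30 C.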
# Numbers without * were called inactive; ? = inconclusive; . = no result given; & = joins results of further samples; [ ] = dose if it differs, or a comment. Unless noted, the call rests on the fitted dose curve; in most records, active means well fitted inhibition curve with a large enough effect; inconclusive means small, poorly fitted or top-dose-only effect; inactive means no such curve, though single readings can be large or run the other way.
mol	USP1-UAF1 inh	TRHR ag	TRHR PAM	rTrxR1 inhibitor	TrxR1 substrate	D2 antagonist	IDH1 R132H inh	Pin1 inh	D2 ag
CN(C)CCNC(=O)NC(=O)c1ccc(Cl)cc1	-1%	0.3	2	15%	5%[57.1 µM]	-13	5%	-5%	0.7
CC(=O)/C(=C\N(C)C)Sc1ccc(Cl)cc1	-16%	-2.8	10	14%	3%	6	6%	?	-1.9
Cc1cccc(Cn2c(CN3CCC(C(=O)NC(C)C)CC3)cc3ccccc32)c1	-22%	-0.2	18	12%[57.1 µM]	-3%[57.1 µM]	.	8%	-6%	-0.2
CC(C(=O)O)c1ccc(N2Cc3ccccc3C2=O)cc1 (configuration not stated)	-24%	-0.1	2	14%	3%	10	-4%	-9%	1.9
CCN(CC)CCNC(CC(=O)Nc1ccc(Cl)cc1Cl)C(=O)O (configuration not stated)	6%	0.1	2	0%[57.1 µM]	4%[57.1 µM]	-6	-1%	0%	0.2
COc1ccc(S(=O)(=O)NCC(c2ccco2)S(=O)(=O)c2ccc(C)cc2)cc1F (configuration not stated)	-7%	-0.5	-5	-7%[57.1 µM]	1%[57.1 µM]	.	-3%	-1%	.
COc1ccccc1NNC(=O)c1cc(C(C)(C)C)nn1Cc1ccccc1	-15%	-0.1	6	7%	-14%	-7	-6%	?	0.0
COc1cc(CNC(=O)CSCc2nc3cccnc3n2C2CCCCC2)cc(OC)c1OC	-12%	-0.6	-5	5%[57.1 µM]	2%[57.1 µM]	.	19%	6%	0.0
Cc1ccc(S(=O)(=O)n2c(CN3CCCC(C)C3)nc3ccccc32)cc1 (configuration not stated)	?	0.7	9	19%	10%	3	1%	36%[activator]	0.8
CCCn1c(SCC(=O)NCc2ccc(OC)cc2)n[nH]c1=O	-25%	0.2	-1	3%	-3%	-10	23%	-2%	1.9

# Retrieved by compound from above (4):
mol	USP1-UAF1 inh	TRHR ag	TRHR PAM	rTrxR1 inhibitor	TrxR1 substrate	D2 antagonist	IDH1 R132H inh	Pin1 inh	D2 ag
CCCn1c(SCC(=O)NCc2ccc(OC)cc2)n[nH]c1=O	-25%	0.2	-1	3%	-3%	-10	23%	-2%	1.9
COc1ccc(S(=O)(=O)NCC(c2ccco2)S(=O)(=O)c2ccc(C)cc2)cc1F (configuration not stated)	-7%	-0.5	-5	-7%[57.1 µM]	1%[57.1 µM]	.	-3%	-1%	.
CN(C)CCNC(=O)NC(=O)c1ccc(Cl)cc1	-1%	0.3	2	15%	5%[57.1 µM]	-13	5%	-5%	0.7
CC(C(=O)O)c1ccc(N2Cc3ccccc3C2=O)cc1 (configuration not stated)	-24%	-0.1	2	14%	3%	10	-4%	-9%	1.9

# Remaining list, next part
mol	USP1-UAF1 inh	TRHR ag	TRHR PAM	rTrxR1 inhibitor	TrxR1 substrate	D2 antagonist	IDH1 R132H inh	Pin1 inh	D2 ag
CC(=O)NCCNC(=O)c1ccc(CSc2ccc(Cl)cc2)cc1	-14%	-0.1	-1	0%	-10%	-11	0%	-1%	2.0
CCOC(=O)Cc1csc(N/C(=N/S(=O)(=O)c2ccc(Cl)cc2)c2ccccc2)n1	-16%	-0.8	-2	-8%	-7%	-13	2%	5%	-1.0
COc1ccccc1N(CC(=O)NCCSCc1cccc(Cl)c1)S(C)(=O)=O	-19%&-31%	0.4&-1.3	-10&-1	-1%&17%	-4%&10%	2	0%&-4%	-1%&0%	-0.6&-1.7
O=C(NC1CCN(Cc2ccc3ccccc3c2)CC1)c1ccccc1	-25%	0.6	-6	-2%	1%	51*	0%	-8%	-1.7
O=C(COc1ccc(/C=N/NC(=O)c2cccnc2)cc1)Nc1ccccc1	-26%	1.3	3	37%	28%[57.1 µM]	-5	6%	-2%	-1.9
Cc1cc2nnc(SCC(=O)Nc3ccc(F)c(Cl)c3)n2c2ccccc12	-19%	-0.3	7	4%	5%	.	4%	-6%	0.5
COc1ccc(CCC(C)NCc2ccc(F)cc2)cc1 (configuration not stated)	-9%	2.6	-3	-11%	-14%	11	-11%	0%	0.0
Cc1cccc(C(=O)NNC(=O)c2ccc(F)cc2)c1	-6%	0.2	-5	14%	1%	-11	-5%	?	0.2
Cc1cc(C)cc(NC(=O)CSc2nnc(C3CC3)n2CC2CCCO2)c1 (configuration not stated)	-2%	0.3	3	29%[0.0914 µM]	12%[0.0914 µM]	-12	2%	1%	-0.3
COc1ccccc1C(=O)OCCCN=C1NS(=O)(=O)c2ccccc21	-11%	0.3	1	20%	4%	14	1%	-5%	0.6

# (list continues)
mol	USP1-UAF1 inh	TRHR ag	TRHR PAM	rTrxR1 inhibitor	TrxR1 substrate	D2 antagonist	IDH1 R132H inh	Pin1 inh	D2 ag
CCOC(=O)c1c(NC(=O)CCCOc2ccc(C(C)(C)C)cc2)sc2c1CCCC2	-21%	0.0	-2	5%	-2%	.	16%	89%[activator]	-0.8
CCOC(=O)C1=CN(Cc2ccco2)S(=O)(=O)N(CC)C1c1cccc(OC)c1 (configuration not stated)	-6%	.	.	-14%	-7%	.	-2%	13%	.
CC(C)c1ccc(NC(=O)c2ccc(Br)o2)cc1	-11%	-0.4	3	2%	-5%	0	23%	0%	-0.1
CC(=O)Nc1sc(N/N=C/c2ccc(C)cc2)nc1-c1ccc(C)cc1	-12%	0.0	-1	7%	-6%	3	6%	1%	-1.3
COc1ccc2c(c1)NC(=O)CC(c1ccccc1)=N2	-5%	0.1	4	10%	-5%	-4	-1%	-5%	0.5
O=C(Nc1c2c(nn1-c1ccc(F)cc1)CS(=O)C2)c1ccc(S(=O)(=O)N2CCOCC2)cc1 (configuration not stated)	-19%	0.1	-2	17%	1%	-22	5%	5%	5.5
CN(C(=O)CN1C(=O)/C(=C/c2ccccc2F)SC1=S)C1CCS(=O)(=O)C1 (configuration not stated)	-22%	-1.1	8	4%	-9%	14	9%	-1%	-0.8
CC(C)c1ccc(NC(=O)NC2CCCCC2)cc1	-11%	0.3	-6	14%	2%	-1	4%	-2%	-0.8
CCN(Cc1ccccc1)C(=O)C1CCN(S(=O)(=O)c2c(C)noc2/C=C/c2ccc(C)cc2)CC1	-32%	0.7	11	13%[57.1 µM]	3%[57.1 µM]	.	10%	3%	1.5
Cc1ccc(CNC(=O)C2CCN(c3nc4ccc(C)cc4[nH]3)CC2)cc1	-2%	-0.8	-7	10%[57.1 µM]	5%[57.1 µM]	.	2%	-1%	-1.4

# Following part:
# Below each compound – USP1-UAF1 inh | TRHR ag | TRHR PAM | rTrxR1 inhibitor | TrxR1 substrate | D2 antagonist | IDH1 R132H inh | Pin1 inh | D2 ag
CC(C)CC(O)(c1ccccc1)C(CN1CCOCC1)c1ccccc1 (configuration not stated)
    -20% | 0.3 | 0 | -3% | 0% | 12 | 7% | -7% | -0.3
CS(=O)(=O)N(CC(=O)NCC1CCCO1)c1ccc(Cl)c(Cl)c1 (configuration not stated)
    7% | -0.1 | -7 | 7% | 6%[57.1 µM] | -2 | 1% | 6% | -0.4
CC(C)Cc1cc(C(=O)NCc2cccnc2)no1
    -4% | 0.0 | -8 | 6%[57.1 µM] | -3%[57.1 µM] | 5 | -5% | -6% | 2.2
CC1=C(c2ccccc2)C(=S)NC(C)(C)C1
    -5% | 0.1 | 0 | -5%[11.4 µM] | 5%[57.1 µM] | -5 | -1% | -1% | -0.2
COc1cccc(-c2nc3c(C#N)c[nH]n3c2NC2CCC(C)CC2)c1 (configuration not stated)
    -30% | -0.4 | -8 | 6% | -2% | . | 0% | 2% | -1.3
COc1cc(C2SCC(=O)N2CCN2CCCCC2)ccc1O (configuration not stated)
    -16% | -0.1 | -4 | 9%[57.1 µM] | 0%[57.1 µM] | 4 | 18% | -3% | 0.2
COC(=O)c1sccc1-c1ccc(C(=O)Nc2cccnc2)o1
    -14% | 0.0 | 0 | -1%[57.1 µM] | 12%[57.1 µM] | 3 | 3% | -1% | -0.3
CCN(CC)CCNC(=O)c1cc2c(=O)n(C)c3ccccc3c2n1C
    -7% | 0.0 | -2 | 1% | 23% | 37* | 6% | 0% | 0.1
N/C(=N\OC(=O)c1ccc2c(c1)OCO2)c1ccc([N+](=O)[O-])cc1
    -13% | 0.1 | -5 | 1% | -8% | 1 | 2% | 0% | -0.7
CCOc1ccc2nc(C)cc(Nc3cccc([N+](=O)[O-])c3)c2c1
    ? | -0.8 | -1 | -5% | -3% | 7 | 8% | -2% | -0.6
CCN1C[C@@H]2[C@@H]3C(=O)N(C)C(=O)[C@@H]3[C@](Cc3ccccc3)(C1=O)N2C(=O)c1ccc(C)cc1
    ? | . | . | -12% | -4% | . | 12% | -5% | .
CC(=O)c1cc(C)c(OC(=O)c2ccccc2)c(C)c1
    0% | . | . | -8% | -9% | . | 4% | -12% | .
COc1ccccc1Nc1ncnc2c1c(C)c(C)n2CCO
    -19% | -0.3 | 4 | 0% | -8% | 8 | -1% | 0% | -0.4
O=C(NCC1CCCO1)c1ccccc1NS(=O)(=O)c1ccc(Br)s1 (configuration not stated)
    -16% | . | . | 5% | 0% | . | 6% | -3% | .
O=C(N/N=C(\c1ccccc1)c1cccnc1)c1cccc(F)c1
    -16% | -1.3 | -4 | 17%[57.1 µM] | -5%[57.1 µM] | 0 | 3% | 23% | 0.2
Cc1cccc(COc2ccc(-c3cc(C(F)(F)F)n4nc(C)cc4n3)cc2)c1
    -18% | 1.2 | -7 | -10% | 3% | . | -2% | ? | -1.0
COc1ccc(NC(=O)C(F)(OC)C(F)(F)F)c(OC)c1 (configuration not stated)
    1% | -0.4 | -10 | 12% | -6% | -7 | -1% | 6% | 0.7

# This is a subset, so the mix of outcomes need not match the whole.
